High-throughput results deposited in PubChem BioAssay by National Center for Advancing Translational Sciences (NCATS).
ERK AVP inh – blocks ERK signaling stimulated by vasopressin | HEK293-V1b, vasopressin-stimulated pERK AlphaScreen | Potency, µM (titrated, usually from 57.5 µM), for inactives: at the top dose activity, negative = inhibition, hits mostly inhibitors | 72,000 tested, 0.99% active; active means well fitted inhibition curve with a large enough effect; inconclusive means small, poorly fitted or top-dose-only effect; inactive means no such curve, though single readings can be large or run the other way; further: nearly all actives have a fitted effect of over 55% in size
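HEK293 cells stably expressing V1b receptor, seeded overnight in 1% FBS, were treated with compounds for 30 min at 37C, then stimulated 5 min with 25 nM vasopressin; phospho-ERK read by AlphaScreen SureFire after lysis.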
The depositor's hits bear a star; u = inconclusive; & = joins results of further samples; [ ] = dose if it differs, or a comment. On the % scale 0 is the no-effect control and ±100 the full control effect; potency means the concentration at half of the fitted maximal effect. This is a subset; rates above refer to the full screens.

SMILES	ERK AVP inh
C=C1C2CC[C@@]3(C)C(c4ccoc4)OC(=O)C[C@@]13OC1CC(=O)C(C)(C)C(CC(=O)OC)[C@]12C (some centres undefined)	-12.9%
C/C=C(\C)C(=O)OC1c2c(ccc3ccc(=O)oc23)OC(C)(C)C1OC(C)=O (centres undefined)	11.4%
CC1=C2C(=COC(C)C2C)C(=O)C(C(=O)O)=C1O (centres undefined)	-21.1%
N[C@H](C(=O)O)C(O)C(O)C(O)CO (some centres undefined)	4.4%
COC(=O)c1cccc(C23CC4(C2)[C@H](CN(Cc2cccnc2)[C@@H]4c2ccccc2)C3c2ccccc2)c1 (some centres undefined)	-15.0%
O=C(O)c1cc(O)c2c(c1)C(=O)c1cc(O)cc(O)c1C2=O	u
COC(=O)c1ccc(C23CC4(C2)[C@H](CN(C)[C@@H]4c2ccccc2)C3c2ccccc2)cc1 (some centres undefined)	-20.5%
CC1=CC(=O)C2C(C)(C)CCC[C@@]2(C)[C@@]1(O)CCc1ccoc1 (some centres undefined)	-1.9%
CC1(O)CC2C(CC1O)C2(C)C (centres undefined)	2.6%
CC(=O)OC1CCC2(C)C3=C(CCC2C1(C)C)[C@@]1(C)CCC(C(C)CCC=C(C)C)[C@@]1(C)CC3 (some centres undefined)	5.8%
CCC(C)C(=O)OC1CC(O)C=C2C=CC(C)C(CCC(O)CC(O)CC(=O)O)C21 (centres undefined)	-7.0%
C=C1C[C@@]23C[C@@]1(O)CC[C@@H]2[C@]12C=C[C@@H](O)[C@](C)(C(=O)O1)[C@@H]2[C@@H]3C(=O)O	8.2%
O=c1oc2ccccc2c2oc3cc(O)c(O)cc3c12	-21.8%
CC(C)CCCC(C)C1CCC2C3=CC[C@@H]4CC(O)CC[C@@]4(C)C3CC[C@]21C (some centres undefined)	17.3%
O=C(O)c1cc2ccccc2[nH]1	-28.8%
C=C1CCC2C(C)(CO)C(O)CCC2(C)C1C/C=C1\C(=O)OCC1O (centres undefined)	20.0%
COC(=O)CC1C2(C)CC34OC5(C)O[C@@]6(C7/C(=C(/O)C(C)C)C(=O)OC(c8ccoc8)[C@]7(C)C(OC(C)=O)C(OC(C)=O)[C@]6(O5)[C@@]13C)C(OC(C)=O)[C@]4(O)C2OC(=O)C(C)C (some centres undefined)	13.4%
C[n+]1ccccc1/C=N/O	5.7%
CN(Cc1cnc2nc(N)nc(N)c2n1)c1ccc(C(=O)NC(CCC(=O)O)C(=O)O)cc1 (centres undefined)	12.7%
NC(Cc1cnc[nH]1)C(=O)Nc1ccc2ccccc2c1 (centres undefined)	1.4%

Grouped by structure: the compounds so far containing a furan ring, fused or not (four)
SMILES	ERK AVP inh
C=C1C2CC[C@@]3(C)C(c4ccoc4)OC(=O)C[C@@]13OC1CC(=O)C(C)(C)C(CC(=O)OC)[C@]12C (some centres undefined)	-12.9%
CC1=CC(=O)C2C(C)(C)CCC[C@@]2(C)[C@@]1(O)CCc1ccoc1 (some centres undefined)	-1.9%
O=c1oc2ccccc2c2oc3cc(O)c(O)cc3c12	-21.8%
COC(=O)CC1C2(C)CC34OC5(C)O[C@@]6(C7/C(=C(/O)C(C)C)C(=O)OC(c8ccoc8)[C@]7(C)C(OC(C)=O)C(OC(C)=O)[C@]6(O5)[C@@]13C)C(OC(C)=O)[C@]4(O)C2OC(=O)C(C)C (some centres undefined)	13.4%

Next section
SMILES	ERK AVP inh
CC(=O)CC(c1ccccc1)c1c(O)c2ccccc2oc1=O (centres undefined)	6.4%
CC1(C)C=CC(=O)[C@]2(C)C1CC(=O)[C@]1(C)C2CC[C@@]2(C)C(c3ccoc3)OC(=O)C3OC321 (some centres undefined)	-1.1%
CCOC(=O)CCCCCCCCCCCCC1C=CCC1 (centres undefined)	7.3%
COC(=O)c1c(C)c2c(c(C)c1O)OC(=O)c1c(C)c(Cl)c(O)c(Cl)c1O2	23.1%
CC1OC(n2cc(F)c(=O)[nH]c2=O)C(O)C1O (centres undefined)	7.5%
CCOC(=O)C1(O)Oc2cc(OC)cc(OC)c2C(=O)C1c1ccccc1 (centres undefined)	24.7%
CC1(C)CC[C@]2(C(=O)O)CC[C@]3(C)C(=CCC4[C@@]5(C)CC[C@H](O)C(C)(C)C5[C@H](O)C[C@]43C)C2C1 (some centres undefined)	-13.2%
COC1=CC(=O)C(O)=C/C1=C\C=C\c1ccccc1	-21.8%
CC(C)=CCC/C(C)=C/CC/C(C)=C/CO	14.9%&4.0%
COc1c(O)cc(O)cc1O	2.6%
CNC1C(O)C(O)C(CO)O[C@H]1OC1C(O[C@@H]2C(O)C(O)[C@@H](N=C(N)N)C(O)C2N=C(N)N)OC(C)[C@]1(O)C=O (some centres undefined)	12.9%
C[C@@]12CCC(OC(=O)c3ccccc3)CC1CCc1ccccc12 (some centres undefined)	16.3%
N#Cc1ccc(C23CC4(C2)[C@H](CN(CC2CCCCC2)[C@@H]4c2ccccc2)C3c2ccccc2)cc1 (some centres undefined)	-2.9%
COC1C[C@@H](O[C@@H]2C(C)C(=O)OC(C)C(C)C(O)C(C)C(=O)[C@@]3(CO3)CC(C)C(OC3OC(C)CC(N(C)C)C3O)C2C)OC(C)[C@@H]1O (some centres undefined)	2.5%
COC(=O)/C(C)=C/CC12OC(C)(C)C3CC(C=C4C(=O)c5cc6c(c(CCC(C)(C)Cl)c5OC431)OC1(C)CCC(=C(C)C)C6C1)C2=O (centres undefined)	15.3%
CCC1OC(=O)C(C)[C@@H](O[C@H]2C[C@@](C)(OC)C(O)C(C)O2)C(C)[C@@H](O[C@@H]2OC(C)CC(N(C)C)C2O)[C@@](C)(O)CC(C)CN(C)C(C)C(O)[C@]1(C)O (some centres undefined)	-7.1%
O=C(/C=C/c1ccc(O)c(O)c1)O[C@@H]1C[C@@](O)(C(=O)O)C[C@H](O)[C@@H]1O	-19.2%
CC(=O)OCC(=O)[C@@]1(O)CCC2C3CCC4=CC(=O)CC[C@]4(C)C3C(O)C[C@]21C (some centres undefined)	2.8%
CC(=O)OC1CCC2(C)C3CC(=O)C4(C)C(CC5OC6(CCC(C)CO6)C(C)C54)C3CC[C@H]2C1 (some centres undefined)	-4.4%
C[C@@]12CCC(O)C[C@H]1CCc1ccccc12 (some centres undefined)	0.0%
COc1ccc(-c2cc(=O)c3c(O)cc(O)c(-c4cc(-c5cc(=O)c6c(O)cc(O)cc6o5)ccc4OC)c3o2)cc1	-29.8%
CCCCCCCCCCCCCCC(C(=O)O)C(O)(CC(=O)OC)C(=O)O (centres undefined)	-13.0%
CCC(=O)OCC(=O)C1(OC(=O)CC)C(C)CC2C3CCC4=CC(=O)C=CC4(C)C3(Cl)C(O)CC21C (centres undefined)	17.8%
O=C(/C=C/c1ccc(O)cc1)c1ccccc1O	3.98µM*
COc1ccc(C(C)C(=O)c2ccc(O)cc2O)cc1 (centres undefined)	19.9%
Cc1cc(O)c(C=O)c(O)c1C(=O)O	-14.4%
CN1C[C@H](C(=O)N[C@@]2(C)O[C@@]3(O)C4CCCN4C(=O)C(Cc4ccccc4)N3C2=O)C[C@H]2c3cccc4[nH]cc(c34)C[C@H]21 (some centres undefined)	7.7%
CC(=O)N[C@H](Cc1c[nH]c2ccccc12)C(N)=O	7.6%
CC(C)c1cccc(O)c(=O)c1	-17.4%
CNC1C(OC2C(O[C@@H]3C(O)C(O)[C@@H](N=C(N)N)C(O)C3N=C(N)N)OC(C)[C@@]2(O)CO)OC(CO)C(O)C1O (some centres undefined)	10.4%
CCCCC1C(=O)N(c2ccccc2)N(c2ccc(O)cc2)C1=O (centres undefined)	7.8%
Cc1cc(=O)c2c(O)cc(O)c(C)c2o1	-17.4%
[N-]=[N+]=Nc1nc2c(N)ncnc2n1C1OC(CO)C(O)C1O (centres undefined)	-11.9%
CCC(=O)O[C@H]1C(O[C@@H]2C(C)[C@H](O[C@H]3C[C@@](C)(OC)C(O)C(C)O3)C(C)C(=O)OC(CC)[C@@](C)(O)C(O)[C@H](C)C(=O)C(C)C[C@]2(C)O)OC(C)CC1N(C)C (some centres undefined)	u
C[C@@H]1CCC2[C@](C)(CO)C(O)CC[C@@]2(C)[C@@]12CC[C@](CO)(CCO)O2 (some centres undefined)	-23.3%
CC(=O)OC1C[C@]2(C)C(C(C)=O)CCC2C2CCC3=CC(=O)CC[C@@]3(C)C12 (some centres undefined)	-11.4%
Cc1ccc(O)c(C(CCN(C(C)C)C(C)C)c2ccccc2)c1 (centres undefined)	38.1%
CC1=CC2C(CC1=O)C(C)=CCC2C(C)C (centres undefined)	17.4%
CNc1ccccc1C(=O)N1CCc2c([nH]c3ccccc23)C1=O	20.8%
Cn1c(=O)c(C(=O)COC(=O)c2cc(C(F)(F)F)nc3c(C(F)(F)F)cccc23)c(N)n(CC2CC2)c1=O	-21.5%

Filtered by structure: the compounds so far containing an aryl methoxy group.
SMILES	ERK AVP inh
CCOC(=O)C1(O)Oc2cc(OC)cc(OC)c2C(=O)C1c1ccccc1 (centres undefined)	24.7%
COc1c(O)cc(O)cc1O	2.6%
COc1ccc(-c2cc(=O)c3c(O)cc(O)c(-c4cc(-c5cc(=O)c6c(O)cc(O)cc6o5)ccc4OC)c3o2)cc1	-29.8%
COc1ccc(C(C)C(=O)c2ccc(O)cc2O)cc1 (centres undefined)	19.9%

Returning to the listing with the two entries that preceded the break.
SMILES	ERK AVP inh
CNc1ccccc1C(=O)N1CCc2c([nH]c3ccccc23)C1=O	20.8%
Cn1c(=O)c(C(=O)COC(=O)c2cc(C(F)(F)F)nc3c(C(F)(F)F)cccc23)c(N)n(CC2CC2)c1=O	-21.5%
Nc1ccn([C@@H]2O[C@H](CO)[C@@H](OP(=O)(O)O)[C@H]2O)c(=O)n1	0.8%
COc1ccccc1-c1cc(=O)c2cccc(OC)c2o1	3.1%
CNC(CC(=O)O)C(=O)O (centres undefined)	10.9%
OC[C@H]1O[C@@H](OC[C@H]2O[C@@H](O)[C@H](O)[C@@H](O)[C@@H]2O)[C@H](O)[C@@H](O)[C@@H]1O	4.1%
CC(=O)c1c(O)c(C)c(O)c2c1OC1=CC(=O)C(C(C)=O)C(=O)[C@@]12C (some centres undefined)	-17.0%
CN(C)CCc1c[nH]c2ccc(CS(=O)(=O)N3CCCC3)cc12	9.1%
COc1ccc2c(c1)OCC(Cc1ccc(O)c(OC)c1)C2=O (centres undefined)	-9.8%
c1ccc(C2[C@H]3CN(CC4CCCCC4)[C@H](c4ccccc4)C34CC2(c2cccnc2)C4)cc1 (some centres undefined)	1.4%
CCC1=C2CC[C@H]3C(=O)N(CC(=O)OC)C(=O)[C@H]3[C@H]2[C@@]2(Cc3ccccc3)C(=NCCc3c[nH]c4ccccc34)OC(=O)N2C1=O	1.6%
CCC1=C2CC[C@H]3C(=O)N(C)C(=O)[C@H]3[C@H]2[C@@]2(Cc3ccccc3)C(=NCCc3c[nH]c4ccccc34)OC(=O)N2C1=O	u
CN1C2CCC1CC(OC(c1ccccc1)c1ccccc1)C2 (centres undefined)	3.2%
CC(C)=CCc1c2c(c(O)c3c(=O)c(O)c(-c4ccccc4)oc13)C=CC(C)(C)O2	12.3%
O=C(/C=C/c1ccc(O)c(O)c1)OC(Cc1ccc(O)c(O)c1)C(=O)O (centres undefined)	-23.5%&-11.9%
COc1ccc2c(C)cc(=O)oc2c1	-1.2%
CCCCCc1c2c(cc(O)c1C(=O)O)OC(=O)c1c(cc(OC)cc1C(=O)CCCC)O2	38.7%[activator]
CCC1=C(OC(=O)N(CC)CC)N2C(=O)OC(=NCCOC)[C@]2(Cc2ccccc2)[C@H]2C1=CC[C@H]1C(=O)N(C)C(=O)[C@H]12	-0.4%
CC1(C)OC2CC3C4CC(F)C5=CC(=O)CC[C@@]5(C)C4C(O)C[C@@]3(C)[C@]2(C(=O)CO)O1 (some centres undefined)	17.7%
N[C@H](CO)Cc1cnc[nH]1	-24.9%
COc1c(O)cccc1O	5.1%
CCC1=C(OC(=O)N(CC)CC)N2C(=O)OC(=NCC(=O)OC)[C@]2(C)[C@H]2C1=CC[C@H]1C(=O)N(CC(=O)OC)C(=O)[C@H]12	-18.8%
Nc1ncnc2c1ncn2[C@@H]1O[C@H](COP(=O)(O)OP(=O)(O)O)[C@@H](O)[C@H]1O	-19.9%
CC(=O)OCC1OC(Oc2cc(OC(C)=O)c3c(=O)cc(-c4ccc(OC(C)=O)cc4)oc3c2)[C@@H](OC(C)=O)C(OC(C)=O)C1OC(C)=O (some centres undefined)	u
Cn1c(N)c(C(=O)COC(=O)c2cc(-c3ccccc3)nc3ccccc23)c(=O)n(Cc2ccccc2)c1=O	0.7%
COc1ccc(-c2cc(=O)c3c(OC(C)=O)cc(OC(C)=O)cc3o2)cc1	13.0%
CC(C)CC(NC(=O)OCC1c2ccccc2-c2ccccc21)C(=O)O (centres undefined)	13.5%
C/C1=C/CC(C)(C)/C=C/C/C(C)=C/CC1	-3.2%
COC(=O)[C@@H]1C[C@H]2CC[C@H](O)C[C@H]2N1Cc1c(F)cccc1Cl	-4.3%
CC1(C)CC2/C(CO)=C/C=C/[C@](C)(O)CC[C@]21O (some centres undefined)	8.3%
O=C1C=CC2=C3c4cc(O)c(O)cc4CC3(O)COC2=C1O (centres undefined)	u
O=C1CC[C@@]23/C=C/C(=O)NCCCCNCCCNC(=O)/C=C/c4ccc(c2c4)OC3C1 (some centres undefined)	7.7%
C[C@H]1O[C@@H](O[C@H]2[C@@H](O)C[C@H](O[C@H]3[C@@H](O)C[C@H](O[C@H]4CC[C@]5(C)C6CC[C@]7(C)[C@@H](C8=CC(=O)OC8)CC[C@]7(O)C6CC[C@@H]5C4)O[C@@H]3C)O[C@@H]2C)C[C@H](O)[C@@H]1O (some centres undefined)	12.0%
COc1ccc2c(c1)OC/C(=C\c1ccc(OC)c(O)c1)C2=O	u
C[C@@]12CCC(=O)C=C1C=CC1C2CC[C@]2(C)C1CC[C@@]21CCC(=O)O1 (some centres undefined)	11.6%
NC[C@@H](O)c1ccc(O)c(O)c1	u
CC(C)CCCC(C)C1CCC2C3CC=C4CC(O)CC[C@@]4(C)C3CC[C@@]12C (some centres undefined)	11.1%
C/C=C(/C)C(=O)OC1Cc2c(ccc3ccc(=O)oc23)OC1(C)C (centres undefined)	4.8%
COc1ccc2[nH]cc(CC(N)C(=O)O)c2c1 (centres undefined)	9.7%
